VEEV TC-83 Vero: inhibitors of VEEV TC-83 cytopathic effect, confirmation, Vero cells (AID 588727); Vero cells, VEEV TC-83 cytopathic effect inhibition; higher % means a stronger effect; inhibition, % at 20 µM; hits with a dose series show IC50 in µM; 350,000 tested, 0.13% active; in the data active = a potency from the dose series; inconclusive = inhibition mostly from about 14% at the one dose, without a potency; inactive = the rest, 99 in 100 with inhibition below about 12%; note: strong numbers were not always called active
Salmonella PhoP GFP: PhoP regulon inhibitors, Salmonella typhi PhoP promoter GFP reporter, confirmatory (AID 1850); 310,000 tested, 0.33% active; one-dose inhibition, % at 50 µM; IC50 in µM for titrated hits; Salmonella Typhi PhoP-promoter GFP reporter, fluorescence, 4 h; higher % means a stronger effect; in the data active = a potency from the dose series; inconclusive = inhibition mostly from about 25% at the one dose, without a potency; inactive = the rest, 99 in 100 with inhibition below about 19%;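 note: 0% = induced wells with vehicle and 100% = uninduced wells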
influenza NS1A: H1N1 influenza NS1A inhibitors, functional cell based assay (AID 504329); NS1A functional cell-based assay, percent inhibition; higher % means a stronger effect; inhibition, % at 12.5 µM, or IC50 in µM where a hit was titrated; 340,000 tested, 0.3% active; in the data active = a potency from the dose series; inconclusive = inhibition above about 27% without an active follow-up result; note: strong numbers were not always called active
H37Rv inhibition: M. tuberculosis growth inhibition, HTS (AID 449762); inhibition, % at 25 µM; hits with a dose series show IC50 in µM; 330,000 tested, 0.59% active; M. tuberculosis H37Rv growth inhibition, 7H9 media; higher % means a stronger effect; in the data active = a potency from the dose series; inconclusive = inhibition above about 70% without an active follow-up result;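 note: bacterial growth assessed after seven days of incubation; strong numbers were not always called active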
tuberculosis growth: growth inhibition of non-replicating M. tuberculosis (AID 488890); Mycobacterium tuberculosis non-replicating, growth inhibition; higher % means a stronger effect; inhibition, % at 25 µM; hits with a dose series show IC50 in µM; 320,000 tested, 0.39% active; in the data active = a potency from the dose series; inconclusive = inhibition mostly from about 82% at the one dose, without a potency; inactive = the rest, 99 in 100 with inhibition below about 76%;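 note: plate controls were DMSO cells for no effect and high antibiotic wells for full effect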
VEEV TC-83 Vero 10K pilot screen: further read-out of VEEV TC-83 Vero, marked with its call; inhibition, %; measured here: 10K pilot screen inhibition
* = called active by the depositor; i = inactive; ? = inconclusive; / = not tested or not shown.

SMILES	VEEV TC-83 Vero	Salmonella PhoP GFP	influenza NS1A	H37Rv inhibition	tuberculosis growth	others
COc1cc(C)nc(N2CCCC(C(=O)NCC(C)C)C2)n1 (configuration not stated)	0.2%	29%	3%	0%	-10%
CC(NC(=O)c1cccs1)c1ccccc1 (configuration not stated)	i	3%	-15%	2%	70%
COc1ccc2cc(CN(Cc3ccco3)C(c3nnnn3C3CCCCC3)C(C)C)c(=O)[nH]c2c1 (configuration not stated)	0.8%	2%	1%	15%	17%
CCC(NS(=O)(=O)c1cccs1)c1ccc(C)cc1 (configuration not stated)	2.9%	/	-11%	-5%	31%
Oc1ccc(Cl)cc1/C=N/c1nccs1	i	-8%	-2%	-7%	-9%
O=C(Cn1c(O)c(/C=C2\C=Nc3ccccc32)sc1=O)Nc1ccc2c(c1)OCO2	i	-1%	9%	3%	-3%
O=C(NCCC1CCCCN1S(=O)(=O)c1ccc(F)cc1)C(=O)NCC1CCCO1 (configuration not stated)	1.7%	3%	-4%	-4%	12%
Cc1cc([N+](=O)[O-])nn1CC(=O)NNC(=S)Nc1ccc([N+](=O)[O-])cc1	3.5%	-2%	16%	2%	1%
O=C1CCC(C(=O)Nc2nnc(C3CC3)s2)=NN1	1.0%	4%	-3%	0%	4%
Cc1noc(C)c1COc1ccccc1C(=O)N1CCN(c2cccc(Cl)c2)CC1	5.7%	/	1%	-8%	0%
CSCC[C@H](NC(=O)NC1CCCC1)C(=O)O	i	0%	13%	6%	-8%
COc1cccc(C(=O)N2CCN(Cc3cn[nH]c3-c3ccc(F)cc3F)CC2)c1	1.4%	-2%	2%	-1%	-4%

Reprinted from the part before: seven entries, followed by the next part.
SMILES	VEEV TC-83 Vero	Salmonella PhoP GFP	influenza NS1A	H37Rv inhibition	tuberculosis growth	others
O=C(Cn1c(O)c(/C=C2\C=Nc3ccccc32)sc1=O)Nc1ccc2c(c1)OCO2	i	-1%	9%	3%	-3%
O=C(NCCC1CCCCN1S(=O)(=O)c1ccc(F)cc1)C(=O)NCC1CCCO1 (configuration not stated)	1.7%	3%	-4%	-4%	12%
Cc1cc([N+](=O)[O-])nn1CC(=O)NNC(=S)Nc1ccc([N+](=O)[O-])cc1	3.5%	-2%	16%	2%	1%
O=C1CCC(C(=O)Nc2nnc(C3CC3)s2)=NN1	1.0%	4%	-3%	0%	4%
Cc1noc(C)c1COc1ccccc1C(=O)N1CCN(c2cccc(Cl)c2)CC1	5.7%	/	1%	-8%	0%
CSCC[C@H](NC(=O)NC1CCCC1)C(=O)O	i	0%	13%	6%	-8%
COc1cccc(C(=O)N2CCN(Cc3cn[nH]c3-c3ccc(F)cc3F)CC2)c1	1.4%	-2%	2%	-1%	-4%
Cc1cccc(N=C2NC(=O)C(CO)(CO)S2)c1	0.7%	3%	-4%	-3%	-7%
CC1(C)CC2(CCO1)OC(=O)CC2C(=O)Nc1ccccc1Cl (configuration not stated)	0.2%	-10%	-1%	0%	8%
CC(C)NC(NC(=O)Cc1ccccc1)C(Cl)(Cl)Cl (configuration not stated)	i	-6%	13%	2%	1%
CCN1C(=O)/C(=C\c2ccc(-c3cccc(C(=O)OC)c3)o2)SC1=Nc1ccc(C(=O)O)cc1	/	-13%	/	-3%	-5%
CC1CC(C)CN(S(=O)(=O)c2cc3c4c(c2)CCC(=O)N4CCC3)C1 (configuration not stated)	7.3%	6%	-2%	0%	-15%
Oc1cc(NCCN2CCOCC2)cc2cccnc12	11%	/	?	13%	26%
Cn1nc(C(=O)OCC(=O)c2ccccc2)c2ccccc2c1=O	3.0%	/	-4%	0%	-1%
CCOC(=O)c1[nH]c2ccc(OC)cc2c1NC(=O)/C=C/c1ccc2c(c1)OCO2	0.3%	-4%	-6%	1%	-9%
FC(F)(F)c1cccc(N2CCc3cn[nH]c32)c1	1.1%	-3%	-1%	-9%	-3%
COc1ccc(OCC(=O)Nc2ccc(N3CCOCC3)cc2)cc1	0.6%	-2%	7%	20%	44%
Nc1ccccc1C(=O)/C=C/c1ccc2c(c1)OCO2	1.1%	3%	7%	1%	13%	VEEV TC-83 Vero 10K pilot screen=4.6
Cc1ccc(S(=O)(=O)N2CCOC23CCN(S(=O)(=O)c2cccs2)CC3)cc1	1.5%	-3%	-5%	-4%	5%
CN(c1ccc(C(=O)Nc2cccc([N+](=O)[O-])c2)cc1)S(C)(=O)=O	i	8%	-6%	-2%	-5%
O=[N+]([O-])c1cccc(CNCc2ccccc2)c1	1.5%	4%	-9%	-12%	-9%
O=C(CSc1nnc(CN2CCCC2)n1-c1ccccc1)c1ccc2c(c1)OCO2	0.1%	/	-7%	1%	48%
O=S(=O)(/N=C(/Nc1ccc(F)cc1F)c1ccccc1)c1ccc(Br)cc1	/	3%	/	-1%	-6%
NC1=NC(=O)C(=Cc2ccccc2)S1	0.7%	/	4%	/	/
CCCNC(=O)Nc1ccc(C)cc1C	i	10%	2%	-6%	-8%
COc1cc(C(=O)OCC(=O)NCCN2C(=O)CSC2=O)ccc1OCc1c(C)noc1C	0.9%	2%	1%	0%	19%
CCCn1cc2c(c1-c1ccc(C)cc1)c(=O)n(C)c(=O)n2C	i	0%	-3%	1%	33%
C#CCOCCOCCOCCNc1nc(N2CCN(C(=O)[C@H](CCCCN)n3cc(C(N)CO)nn3)CC2)nc(N2CCN(C(=O)[C@H](CCC(=O)O)n3cc(C(N)[C@H](C)CC)nn3)CC2)n1 (some centres not stated)	/	-4%	/	4%	-10%
CCOC(=O)c1ccc(CNC(=O)CSc2nc(NC(=O)c3ccccc3)c3c(C)c(C)oc3n2)cc1	2.2%	5%	-5%	0%	-5%
COc1ccc(-n2c(Cc3cccs3)nnc2SCC(=O)Nc2ccc3c(c2)OCCO3)cc1	7.0%	-2%	-6%	-16%	14%
CC(=O)NC(Cc1cccc(F)c1)C(=O)NC1CCN(C(=O)c2cccc(C)c2)CC1 (configuration not stated)	0.4%	7%	-7%	-2%	4%
O=C(O)CCc1ccc(S(=O)(=O)N2CCOCC2)cc1	5.2%	-3%	-4%	-7%	-13%
O=C(COC(=O)C1(c2ccc(F)cc2)CCCC1)Nc1ncc(C(F)(F)F)cc1Cl	0.8%	7%	-11%	-2%	17%
Cn1c(NC(=O)c2ccccc2C(F)(F)F)cc(=O)n(C)c1=O	1.1%	/	-9%	-3%	/
CC(Nc1cc(N2CCCC2)ccc1[N+](=O)[O-])c1ccccc1 (configuration not stated)	2.3%	-2%	-22%	-2%	-4%
O=C1C(CCCNC(=S)NCc2ccccc2)NC(=S)N1Cc1ccccc1 (configuration not stated)	3.0%	-8%	-16%	10%	5%
Cc1ccccc1C(=O)NC1CCCN(Cc2ccccc2F)C1 (configuration not stated)	i	-6%	-2%	3%	-8%
COc1cccc(NC(=O)COC(=O)c2sccc2C)c1	2.6%	/	-3%	5%	68%
CCN(CC(=O)NCc1cccs1)C(=O)CCCOc1ccccc1	2.2%	/	-4%	-2%	29%
O=C(c1cccc(NS(=O)(=O)c2ccccc2)c1)N1CCCCC1	1.7%	7%	-1%	-8%	-13%
CCOC(=O)C(NC(=O)c1ccccc1)(OCC1(CC)COC1)C(F)(F)F (configuration not stated)	i	-2%	1%	-3%	-3%
CCOc1ccc(CCNC(=O)c2cnccn2)cc1OCC	i	11%	1%	7%	-3%
O=C(CNc1ccc(F)cc1)N/N=C1\CCCc2ccccc21	1.5%	5%	-1%	10%	9%	VEEV TC-83 Vero 10K pilot screen=0.4
Cc1ccccc1COc1ccc(/C(O)=C2/C(=O)C(=O)N(CCCn3ccnc3)C2c2ccco2)cc1 (configuration not stated)	3.9%	-6%	29%	/	/
CC(NC(=O)C1CCCN(C(=O)c2ccc(Cl)cc2)C1)c1cccc(C(F)(F)F)c1 (configuration not stated)	0.2%	/	4%	3%	20%
COc1ccc(OCC(=O)NNC(=S)NC(=O)c2ccc([N+](=O)[O-])cc2)cc1	1.0%	-4%	-6%	32%	?
CCOC(=O)c1nc(-c2ccccc2)sc1C(C)=O	2.2%	1%	-7%	-1%	5%
COc1ccc(CCNC(=O)c2cc3c(=O)n4cccc(C)c4nc3n(CC3CCCO3)c2=N)cc1 (configuration not stated)	6.6%	7%	3%	16%	20%
CCCn1c2ccccc2c2cnn(CC(=O)NC3CCCC(C)C3C)c(=O)c21 (configuration not stated)	0.2%	1%	-2%	4%	-8%
CCCCNC(=O)c1cc(-c2ccc(OC)c(OC)c2)on1	3.8%	-2%	28%	-4%	0%
COCCn1c(SCC(=O)N2CCC(C)CC2)nc2c(c1=O)SCC2	2.6%	-5%	0%	-3%	-2%
COc1cccc2cc(C(=O)NCc3ccc(Cl)cc3)c(=N)oc12	6.5%	-13%	-8%	50%	?
O=S(=O)(NCc1nnc2ccccn12)c1ccc(Cl)cc1	i	/	-1%	-9%	-18%
Cc1ccsc1/C=N/NC(=O)c1nnn(-c2nonc2N)c1C	1.8%	-8%	0%	-5%	26%
O=C(NN=Cc1ccc(N(CCCl)CCCl)cc1)c1cccnc1	3.5%	/	-25%	/	/
O=C(NCCO)C(=O)NCC(c1ccc2c(c1)OCO2)N1CCN(c2ccc(F)cc2)CC1 (configuration not stated)	1.3%	0%	6%	3%	11%
CCN(CC)c1ccc(S(=O)(=O)N2CCOCC2)cc1NC(=O)CN1C(=O)NC2(CCCC2)C1=O	3.5%	-5%	3%	-15%	24%
N#CC1=C(N)SC(N)=C(C#N)C1c1cccc(Oc2ccccc2)c1	0.9%	0%	0%	0%	21%
N#CC1=C(N)C(C#N)(C#N)C(c2cccnc2)C2COCC=C12 (configuration not stated)	0.9%	-3%	-12%	-16%	-7%
O=C(c1cccnc1)N1CCCC(Nc2ccc(F)cc2)C1 (configuration not stated)	2.1%	-6%	-8%	-8%	-13%
Cc1cc(C)c(NC(=O)CN(C)CC(=O)Nc2cccc(S(=O)(=O)N(C)c3ccccc3)c2)c(C)c1	5.2%	/	-7%	1%	16%
CC(=O)c1c(C)nc(-c2ccc(Cl)cc2)nc1NC(=O)C(C)C	3.5%	2%	-1%	2%	10%
Cc1c(C(=O)Oc2ccc(-c3cnc4ccccc4n3)cc2)cccc1[N+](=O)[O-]	1.6%	-1%	2%	2%	76%
O=C(NC1CCCCC1)C(c1ccccc1)N1CCC2(CC1)OCCO2 (configuration not stated)	1.3%	3%	-3%	0%	-11%	VEEV TC-83 Vero 10K pilot screen=1.1
O=C(Nc1nccs1)c1ccc(Cl)c(S(=O)(=O)N2CCCCC2)c1	10%	-3%	-2%	-1%	-23%
CC1CCCN(C(c2ccccc2)c2sc3ncnn3c2O)C1 (configuration not stated)	0.9%	-3%	6%	-2%	-1%
O=C(C[n+]1ccc(C(=O)N/N=C/c2ccc(OCc3ccccc3)cc2)cc1)c1ccccc1	0.1%	20%	-2%	?	57%

Later entries.
SMILES	VEEV TC-83 Vero	Salmonella PhoP GFP	influenza NS1A	H37Rv inhibition	tuberculosis growth	others
COc1ccccc1NC(=O)c1ccc(NS(=O)(=O)c2c(C)noc2C)cc1	3.4%	-7%	4%	-15%	10%
Cc1ccc2c(CC(=O)Nc3ccc(N4CCN(C)CC4)cc3C)coc2c1	i	13%	-14%	16%	39%
NNC(=O)CN1C(c2cccc(Cl)c2)=Nc2ccc(Br)cc2C1c1ccccc1 (configuration not stated)	i	-2%	6%	9%	-6%
Cc1c(C(=O)N2CCCCC2)c(S(=O)(=O)N(C)Cc2ccco2)c(C)n1C	2.3%	-5%	-6%	-14%	-16%
O=C(CSc1nnc(Cc2ccc3c(c2)OCO3)n1C1CCCCC1)NC1CCCC1	7.5%	9%	3%	3%	0%
COc1cccc(S(=O)(=O)Nc2cccc(C(=O)N3CCCCCC3)c2)c1	0.9%	2%	-11%	5%	6%
CCCN(C(=O)Cc1ccc(S(=O)(=O)N2CCOCC2)s1)c1c(N)n(Cc2ccccc2)c(=O)[nH]c1=O	5.9%	-3%	-6%	0%	2%
O=C1CC(=Nc2ccccc2)NN1c1ccccc1	5.8%	-4%	9%	?	20%
COc1ccc(C(=O)COC(=O)CCCn2c(=O)oc3ccccc32)cc1	1.3%	-5%	-5%	-6%	46%
COc1ccc(CCNC(=O)C(C)OC(=O)c2cccs2)cc1OC (configuration not stated)	i	-1%	7%	0%	5%
